Giardia kill: Giardia lamblia killing; 340,000 tested, 0.15% active; Giardia lamblia trophozoite viability; activity change, % at 7.66 µM, hits read low; AID 540267; in the data active means activity change below about -80%; inconclusive means between about -30% and that limit;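 further: parasites exposed to compound for two days anaerobically before the ATP read; on the % scale 0 is the no-effect control and ±100 the full control effect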
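Giardia lamblia trophozoites (100 cells/well) were incubated with compounds for 48 h at 37 deg C under anaerobic conditions. Viability was read as ATP content by one-step luminescence after 15-30 min at room temperature.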
BRCA1 expr up: increases BRCA1 expression; MCF7-BRCA1-FFLuc reporter, luminescence, 48 h; response scale: scaled: vehicle 0%, 10 µM genistein 100%; Potency, µM (doses to about 46.1 µM), inactives show at the top dose activation, most hits filed as activators; 380,000 tested, 1.1% active; further: potency means the concentration at half of the fitted maximal effect; nearly all actives have a fitted effect of over 80% in size; some results filed as inactive show a strong effect at the top dose
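Luminescence from a BRCA1-driven firefly luciferase in MCF7 cells was the read-out, taken 15 min after substrate addition following 48 h compound exposure at 37 °C. Data were normalized to a 10 microM genistein control and DMSO vehicle.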
Menin MLL FP TR: displaces Texas Red mutant MLL peptide from human menin | O00255 | Menin + Texas Red MLL mutant peptide, fluorescence polarization | Potency, µM (doses to about 61.6 µM), for inactives: at the highest dose FP activity change, negative = inhibition, most hits filed as inhibitors | 270,000 tested, 0.23% active | AID 1768; active means well fitted inhibition curve with a large enough effect in the polarisation, with a control signal flat, not every such curve was filed as active; inconclusive means small, poorly fitted or top-dose-only effect, or effect the other way, or a change in a side signal; inactive means no such curve, though single readings can be large or run the other way; the % refers to the polarisation; further: potency means the concentration at half of the fitted maximal effect; % of control where 0% means no effect; many of its hits are not listed in these tables
RORgamma inh: blocks mouse ROR gamma transcriptional activity | 310,000 tested, 5.4% active | Drosophila S2 Gal4-RORgamma UAS-luciferase reporter, 20 h | Potency, µM (highest dose often 53.6 µM), for the others: top-dose activity change, negative = inhibition, actives largely listed as inhibitors; further: potency means the concentration at half of the fitted maximal effect; on the % scale 0 is the no-effect control and ±100 the full control effect; nearly all actives have a fitted effect of over 60% in size
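Read-out: Photinus luciferase luminescence; inhibitors lower reporter signal. Insect Schneider cells with Gal4-ROR gamma fusion under metallothionein promoter, UAS reporter; 700 uM final copper sulfate induction, 20 hr, ambient temperature.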
VP16 counter: counter-screen for ROR gamma inhibitors: Gal4-VP16 reporter | 310,000 tested, 3.5% active | Drosophila S2 Gal4-VP16 UAS-luciferase, luminescence, 20 h | Potency, µM (top dose mostly 53.6 µM), without a hit: at the highest dose activity, negative = inhibition, actives largely listed as inhibitors;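 further: Gal4-VP16 expression switched on by copper sulfate through the metallothionein promoter; potency means the concentration at half of the fitted maximal effect; on the % scale 0 is the no-effect control and ±100 the full control effect; nearly all actives have a fitted effect of over 50% in size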
ELG1 genotox: inducers of genotoxicity in HEK293T ELG1-luciferase cells; 330,000 tested, 1.3% active; HEK293T ELG1-luciferase reporter, luminescence, 16 h; Potency, µM (doses to about 46 µM), for the others: at the highest dose activity change, positive = activation, hits mostly activators; further: potency means the concentration at half of the fitted maximal effect; % of control where 0% means no effect; nearly all actives have a fitted effect of over 60% in size
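Cells (2,000/well) expressing the ELG1-luciferase fusion are dosed by pin tool and kept 16 hr at 37 °C, 5% CO2. Signal comes from ONE-Glo luciferase reagent after 30 min at room temperature.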
NPC1 prom act: activates the NPC1 promoter; Huh7 NPC1 promoter luciferase reporter, 24 h; Potency, µM (series often up to 9.22 µM), without a hit: at the top dose activation, hits mostly activators; 320,000 tested, 2.4% active; AID 485313;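 further: potency means the concentration at half of the fitted maximal effect; % of control where 0% means no effect; nearly all actives have a fitted effect of over 60% in size; reporter is driven by a mutant NPC1 promoter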
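NPC1 promoter–luciferase Huh7 cells; 24 h compound; luminescence.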
PKM2 act: activators of human pyruvate kinase M2. Potency, µM (titrated, usually from 57.5 µM), without a hit: at the highest dose activation, actives largely listed as activators. 260,000 tested, 0.34% active. AID 1631. P14618. purified PKM2, Kinase-Glo ATP luminescence, activation; response scale: 0% is enzyme alone, no compound; further: potency means the concentration at half of the fitted maximal effect; on the % scale 0 is the no-effect control and ±100 the full control effect; nearly all actives have a fitted effect of over 55% in size
Target sequence (P14618 whole entry, looked up): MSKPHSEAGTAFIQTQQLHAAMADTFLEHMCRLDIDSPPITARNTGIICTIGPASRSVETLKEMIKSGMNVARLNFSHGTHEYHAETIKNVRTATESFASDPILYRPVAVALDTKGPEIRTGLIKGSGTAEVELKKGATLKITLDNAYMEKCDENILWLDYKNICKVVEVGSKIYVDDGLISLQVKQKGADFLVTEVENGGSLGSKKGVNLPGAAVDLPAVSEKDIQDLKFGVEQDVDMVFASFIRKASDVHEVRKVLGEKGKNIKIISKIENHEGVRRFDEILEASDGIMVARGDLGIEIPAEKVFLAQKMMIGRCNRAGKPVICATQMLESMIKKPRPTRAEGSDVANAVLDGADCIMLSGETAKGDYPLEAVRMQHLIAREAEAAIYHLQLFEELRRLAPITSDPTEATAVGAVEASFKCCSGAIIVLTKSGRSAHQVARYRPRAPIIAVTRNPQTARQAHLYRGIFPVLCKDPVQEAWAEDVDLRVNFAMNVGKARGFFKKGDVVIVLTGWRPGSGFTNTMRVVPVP
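Purified hPK-M2 (>95% pure) converted ADP (0.1 mM final) to ATP with 0.5 mM PEP in 50 mM imidazole pH7.2, KCl, MgCl2, Tween 20, BSA; 1 h at room temperature. ATP detected by Kinase-Glo luminescence.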
Rab9 promoter act: activates the Rab9 promoter. Huh7 Rab9 promoter-luciferase reporter, luminescence, 24 h. Potency, µM (titrated, usually from 9.22 µM), without a hit: at the top dose activation, negative = inhibition, usual class: activators. 320,000 tested, 2.8% active. AID 485297; further: potency means the concentration at half of the fitted maximal effect; % of control where 0% means no effect; nearly all actives have a fitted effect of over 60% in size
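Huh7 reporter line, Rab9 promoter upstream of luciferase. Compound exposure 24 h at 37 °C in reduced-serum medium with 10% FBS. Read-out: luminescence.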
FLuc counter: counter-screen for miR-21 project: firefly luciferase inhibitors or activators. P08659. purified FLuc, Km substrates, luminescence inhibition. Potency, µM (series often up to 57.5 µM), for the others: at the highest dose activity change, negative = inhibition, actives largely listed as inhibitors. 360,000 tested, 6.9% active. AID 588342;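 further: potency means the concentration at half of the fitted maximal effect; plate controls were vehicle for no effect and reference inhibitor for full effect; nearly all actives have a fitted effect of over 55% in size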
Target sequence (P08659 whole entry, looked up): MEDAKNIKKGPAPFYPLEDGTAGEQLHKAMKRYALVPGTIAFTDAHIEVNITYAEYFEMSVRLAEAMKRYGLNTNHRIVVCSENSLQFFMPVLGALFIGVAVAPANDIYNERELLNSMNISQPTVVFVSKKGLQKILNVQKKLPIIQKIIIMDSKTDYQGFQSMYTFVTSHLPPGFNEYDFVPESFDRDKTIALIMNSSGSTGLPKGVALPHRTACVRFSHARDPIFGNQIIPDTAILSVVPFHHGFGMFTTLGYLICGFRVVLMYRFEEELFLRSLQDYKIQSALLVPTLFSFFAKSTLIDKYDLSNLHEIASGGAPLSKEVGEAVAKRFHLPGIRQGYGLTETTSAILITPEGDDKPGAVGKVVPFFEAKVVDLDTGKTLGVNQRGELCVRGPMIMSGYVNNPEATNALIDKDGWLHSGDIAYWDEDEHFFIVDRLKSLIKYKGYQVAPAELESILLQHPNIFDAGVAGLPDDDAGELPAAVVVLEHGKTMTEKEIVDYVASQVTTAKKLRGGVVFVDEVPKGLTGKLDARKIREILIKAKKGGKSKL
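Purified P. pyralis luciferase (10nM final) with 10uM D-luciferin and 10uM ATP (Km levels) in 50mM Tris acetate pH 7.5, 10mM Mg acetate, 0.01% Tween-20, 0.05% BSA; qHTS 6-point titration, ~60 µM downward; luminescence read.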
p53 reactivation: mutant p53 re-activation in reporter cells | 320,000 tested, 0.063% active | Potency, µM (doses to about 92.2 µM), without a hit: top-dose activity change, positive = activation, hits mostly activators | H1299 p53-A138V BP100-luciferase reporter, luminescence, 24 h; further: potency means the concentration at half of the fitted maximal effect; % of control where 0% means no effect; nearly all actives have a fitted effect of over 45% in size
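H1299 (p53-null), stable ts p53-A138V + BP100-Luc; 1000 cells/well, Opti-MEM/10% FBS; cpd 4 pt, 1:5; 24 h, 37 deg C, 5% CO2; detection reagent 10 min RT; luminescence.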
* marks the source's active call; other numbers are inactive results; [ ] = another dose, or the depositor's remark. Unless noted, the call rests on the fitted dose curve; in most records, active means well fitted curve in the direction sought with a large enough effect; inconclusive means small, poorly fitted or top-dose-only effect, or another doubt; inactive means no such curve, though single readings can be large; an effect the other way counts as inactive or inconclusive.

Preview (2 entries):
Results for COCCNS(=O)(=O)c1ccc2c(c1)n(C)c(=O)n2C ?
Giardia kill: 20; BRCA1 expr up: -1%; Menin MLL FP TR: -1%; RORgamma inh: 3%; VP16 counter: 4%; ELG1 genotox: 3%; NPC1 prom act: 0%; PKM2 act: -5%; Rab9 promoter act: -1%; FLuc counter: 7%; p53 reactivation: -3%

Results for COc1ccc(C(=O)c2ccccc2)c2c(O)ccc(C(=O)c3ccccc3)c12 ?
Giardia kill: -10; BRCA1 expr up: -67%; Menin MLL FP TR: -3%; RORgamma inh: -13%; VP16 counter: 1%; ELG1 genotox: -1%; NPC1 prom act: -12%; PKM2 act: 5%; Rab9 promoter act: -21%; FLuc counter: 0%; p53 reactivation: 4%

The list itself, repeating the preview:
Results for COCCNS(=O)(=O)c1ccc2c(c1)n(C)c(=O)n2C ?
Giardia kill: 20; BRCA1 expr up: -1%; Menin MLL FP TR: -1%; RORgamma inh: 3%; VP16 counter: 4%; ELG1 genotox: 3%; NPC1 prom act: 0%; PKM2 act: -5%; Rab9 promoter act: -1%; FLuc counter: 7%; p53 reactivation: -3%

Results for COc1ccc(C(=O)c2ccccc2)c2c(O)ccc(C(=O)c3ccccc3)c12 ?
Giardia kill: -10; BRCA1 expr up: -67%; Menin MLL FP TR: -3%; RORgamma inh: -13%; VP16 counter: 1%; ELG1 genotox: -1%; NPC1 prom act: -12%; PKM2 act: 5%; Rab9 promoter act: -21%; FLuc counter: 0%; p53 reactivation: 4%

How did CCOC(=O)c1c(S(=O)(=O)NCC(=O)Nc2ccc(F)cc2)c(C)n(C)c1C do in these assays?
Giardia kill: 6; BRCA1 expr up: 2%; RORgamma inh: 8%; VP16 counter: -4%; ELG1 genotox: -1%; NPC1 prom act: 0%; Rab9 promoter act: -3%; FLuc counter: 2%; p53 reactivation: 10%

Results for O=C1/C(=C/c2ccccn2)COc2ccccc21 ?
Giardia kill: 5; BRCA1 expr up: 27%; Menin MLL FP TR: -23%; RORgamma inh: -26%; VP16 counter: -16%; ELG1 genotox: -3%; NPC1 prom act: 1%; PKM2 act: -4%; Rab9 promoter act: 8%; FLuc counter: 8.5µM*; p53 reactivation: 4%

How did O=C(CC1SC(=Nc2ccc(OC(F)F)cc2)N(CCN2CCOCC2)C1=O)Nc1ccccc1 (stereo not drawn) do in these assays?
Giardia kill: 2; BRCA1 expr up: 0%; RORgamma inh: inconclusive; VP16 counter: -12%; ELG1 genotox: 4%; NPC1 prom act: 0%; PKM2 act: 4%; Rab9 promoter act: -1%; FLuc counter: -4%; p53 reactivation: 2%

What do the screens show for `CN(/N=C/c1cccnc1)c1cnn(-c2ccc(F)c(Cl)c2)c(=O)c1Cl`?
Giardia kill: -8; BRCA1 expr up: 1%; RORgamma inh: 3%; VP16 counter: 8%; ELG1 genotox: 10%; NPC1 prom act: -3%; PKM2 act: 0%; Rab9 promoter act: -4%; FLuc counter: 4%; p53 reactivation: 3%

Results for O=Nc1c2cc(-c3ccccc3)[nH]nc-2c2ccccc12 ?
Giardia kill: inconclusive; BRCA1 expr up: 34%; Menin MLL FP TR: 1%; RORgamma inh: -5%; VP16 counter: 1%; ELG1 genotox: inconclusive; NPC1 prom act: 3.2µM*; PKM2 act: -31%; Rab9 promoter act: inconclusive; FLuc counter: 0.43µM*; p53 reactivation: -1%

What do the screens show for `COC(=O)c1ccc(/C=N/Nc2nc3ccccc3[nH]2)cc1`?
Giardia kill: 3; BRCA1 expr up: 3.2µM*; Menin MLL FP TR: inconclusive; RORgamma inh: inconclusive; VP16 counter: -8%; ELG1 genotox: 21µM*; NPC1 prom act: 3.2µM*; PKM2 act: -13%; Rab9 promoter act: 3.2µM*; FLuc counter: 8.5µM*; p53 reactivation: 6%

Results for COc1ccc(C(=O)Nc2ccccc2C(=O)Nc2ccc(C(=O)O)cc2)cc1 ?
Giardia kill: inconclusive; BRCA1 expr up: 104%; Menin MLL FP TR: 18%; RORgamma inh: inconclusive; VP16 counter: inconclusive; ELG1 genotox: inconclusive; NPC1 prom act: inconclusive; PKM2 act: 0%[11.5 µM]; Rab9 promoter act: inconclusive; FLuc counter: 0.76µM*; p53 reactivation: inconclusive

How did CC(C)(C)C1CCC2(CC1)SCC(=O)N2c1ccccc1 (stereo not drawn) do in these assays?
Giardia kill: 0; BRCA1 expr up: 4%; Menin MLL FP TR: 4%; RORgamma inh: 22%; VP16 counter: 0%; ELG1 genotox: -1%; NPC1 prom act: 3%; PKM2 act: 3%; FLuc counter: -2%; p53 reactivation: -5%

Results for Cn1cnnc1SCc1nc(N)nc(Nc2ccccc2)n1 ?
Giardia kill: 0; BRCA1 expr up: 78%; Menin MLL FP TR: 4%; RORgamma inh: 12%; VP16 counter: 2%; ELG1 genotox: inconclusive; NPC1 prom act: inconclusive; PKM2 act: -5%; Rab9 promoter act: inconclusive; FLuc counter: inconclusive; p53 reactivation: 16%

Results for O=C(O)c1ccc2c(c1)C(=O)N([C@H](Cc1ccc(F)cc1)C(=O)O)C2=O ?
Menin MLL FP TR: 11%; RORgamma inh: 0%; VP16 counter: -7%; NPC1 prom act: -2%; Rab9 promoter act: -1%; FLuc counter: -1%

What do the screens show for `Cc1ccc(COc2ccc(/C=N/NC(=O)c3ccc(CN4CCOCC4)cc3)cc2)cc1`?
Giardia kill: 4; BRCA1 expr up: inconclusive; Menin MLL FP TR: 0%; RORgamma inh: -7%; VP16 counter: 3%; ELG1 genotox: 2%; NPC1 prom act: 1%; PKM2 act: -1%; Rab9 promoter act: 4%; FLuc counter: -2%; p53 reactivation: 21%

How did Cc1cc2nc(-c3ccc(SCc4ccc(C(=O)O)cc4)nc3)[nH]c2cc1C do in these assays?
Giardia kill: 10; BRCA1 expr up: 11µM*; Menin MLL FP TR: inconclusive; RORgamma inh: 32%; VP16 counter: 4%; ELG1 genotox: inconclusive; NPC1 prom act: inconclusive; PKM2 act: 22%; Rab9 promoter act: inconclusive; FLuc counter: 4.3µM*; p53 reactivation: 15%

What do the screens show for `CN=C1S/C(=C\c2ccc(N3CCCC3)c(F)c2)C(=O)N1C`?
Giardia kill: -10; BRCA1 expr up: 57%; Menin MLL FP TR: -22%; RORgamma inh: 19%; VP16 counter: 6%; ELG1 genotox: inconclusive; NPC1 prom act: 27%; PKM2 act: -8%; Rab9 promoter act: inconclusive; FLuc counter: 4.8µM*; p53 reactivation: -1%

What do the screens show for `CCOC(=O)c1ccccc1NC(=O)CSc1nnc(COc2ccccc2)n1CC`?
Giardia kill: 3; BRCA1 expr up: -5%[1.84 µM]; Menin MLL FP TR: 3%; RORgamma inh: -38%; VP16 counter: 4%; ELG1 genotox: -8%; NPC1 prom act: -3%; PKM2 act: -1%; Rab9 promoter act: 4%; FLuc counter: -1%; p53 reactivation: -3%

How did CCN1CCN(S(=O)(=O)c2cc3c(cc2Cl)NC(=O)CO3)CC1 do in these assays?
Giardia kill: -12; BRCA1 expr up: -12%; Menin MLL FP TR: 5%; RORgamma inh: 0%; VP16 counter: 3%; ELG1 genotox: -6%; NPC1 prom act: 1%; PKM2 act: 4%; Rab9 promoter act: -3%; FLuc counter: 0%

What do the screens show for `c1ccc(C2CC(c3cccs3)n3nnnc3N2)cc1` (stereo not drawn)?
Giardia kill: -10; BRCA1 expr up: -16%; Menin MLL FP TR: -8%; RORgamma inh: -1%; VP16 counter: -4%; ELG1 genotox: 2%; NPC1 prom act: 0%; PKM2 act: 0%; Rab9 promoter act: -6%; FLuc counter: 7%; p53 reactivation: -3%

How did COc1ccccc1OCC(=O)Nc1ccc(NC(=O)COc2ccccc2OC)cc1 do in these assays?
Giardia kill: 13; BRCA1 expr up: 7%; RORgamma inh: 10%; VP16 counter: -3%; ELG1 genotox: -4%; NPC1 prom act: 2%; PKM2 act: -3%; Rab9 promoter act: 2%; FLuc counter: 0%; p53 reactivation: -5%

What do the screens show for `O=C(/C=C/c1cc([N+](=O)[O-])ccc1OC(F)F)NCc1ccc(F)cc1`?
Giardia kill: 6; BRCA1 expr up: -7%; Menin MLL FP TR: 14%; RORgamma inh: 15%; VP16 counter: 1%; ELG1 genotox: 2%; NPC1 prom act: -1%; PKM2 act: 9%; Rab9 promoter act: 1%; FLuc counter: -2%; p53 reactivation: 1%

Results for CCS(=O)(=O)c1ccc2c(c1)NC(=O)C(CCCl)O2 (stereo not drawn) ?
Giardia kill: 3; BRCA1 expr up: 18%; Menin MLL FP TR: 7%; RORgamma inh: 27%; VP16 counter: 1%; ELG1 genotox: 2%; NPC1 prom act: -1%; PKM2 act: 14%; Rab9 promoter act: -5%; FLuc counter: 5%; p53 reactivation: -1%

Assay outcomes from PubChem.

These rows are one share of the data (hit frequency here may not be typical).
